Source: PubChem BioAssay
mHTT-CaM PPI inh: inhibitors of human mutant huntingtin-calmodulin interaction. AlphaScreen His-mHTT/GST-CaM binding, luminescence. inhibition, % at 15 µM. 190,000 compounds, 3.6% hits. AID 1671202;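 also: 0% = both proteins with DMSO and 100% = one protein alone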
Pf apPOL block: Pf-apPOL DNA polymerase inhibition; Recombinant Pf-apPOL, molecular beacon fluorescence, 1.5 h; inhibition, % at 10 µM; 210,000 compounds, 0.25% hits; AID 1794808
* marks the source's active call; other numbers are inactive results; nt = no result given; & = joins results of further samples; ! = a repeat was not active. Rule as the data show it: active = inhibition above about 50%; inactive = the rest. Outcome played no part in choosing rows (roughly 3.5% active in at least one column).

SMILES | mHTT-CaM PPI inh | Pf apPOL block
O=C1c2ccc(-c3nc4cc(Cl)ccc4c(=O)o3)cc2C(=O)N1CC1CCCO1 (stereo not drawn) | -3 | 5
Cc1ccc2c(N)c(C(=O)c3ccc([N+](=O)[O-])cc3)sc2n1 | 1 | -6
CC(=O)N1CCN=C1Nc1c(Cl)cccc1Cl | -2 | -2
CC(=O)Nc1ccc(C(=O)Nc2ccccc2C)cc1 | 6 | -8
O=C(c1ccccc1F)N1CCC(c2ccccc2)CC1 | 14 | -5
COc1ccccc1NC(=O)C1Oc2ccccc2NC1=O (stereo not drawn) | -13 | 1
CSc1nc(-c2ccccc2)nc(Sc2ccccc2)c1C#N | nt | -4
CC(C)(CO)N=C1NS(=O)(=O)c2cc([N+](=O)[O-])ccc21 | 2 | -2
CCSc1nnc(NC(=O)C2C3C=CC(O3)C2C(=O)O)s1 (stereo not drawn) | -9 | nt
O=C(Nc1cccc(F)c1)c1c(O)c2cccnc2n(-c2ccccc2)c1=O | -6 | -8
CCNc1nc(NC(C)C)nc(Oc2ccc(OCC)nn2)n1 | -2 | -2
O=C(CSCC(=O)c1ccc([N+](=O)[O-])cc1)c1ccc([N+](=O)[O-])cc1 | nt | 1
COc1cnn(-c2cccc(Cl)c2)c(=O)c1Cl | -10 | -1
CCc1nc2cc(N3CCCC(C(=O)N4CCCCC4)C3)cnc2nc1CC (stereo not drawn) | 0 | -3
N#CC1=C(N)Oc2n[nH]c(-c3ccccn3)c2C12C(=O)Nc1ccccc12 (stereo not drawn) | 7 | 1
CC(=O)Nc1nc(Cn2c(-c3nonc3NC(C)=O)nc3ccccc32)nc(NC(C)=O)n1 | 6 | -11
CC(=NNC(=O)NN=C(C)c1ccc([N+](=O)[O-])cc1)c1ccc([N+](=O)[O-])cc1 | nt | 2&6
O=C(Oc1ccc(-c2ccc(OC(=O)c3ccccc3Cl)cc2)cc1)c1ccccc1Cl | nt | 2
Cc1ccc(-c2nc(-c3ccc4nnc(C)n4c3)no2)cc1 | -6 | 2
Cc1ccc2nc3c(cc(C#N)c(=N)n3CCCn3ccnc3)c(=O)n2c1 | 3 | 7
CCS(=O)(=O)N1CCN(c2nc(C)nc(C)c2Cc2ccccc2C)CC1 | -5 | 5
O=C(NC1CC1)C1CN(C(=O)c2cccs2)CC12CCCCC2 (stereo not drawn) | -5 | -1
Cc1nc2ccccc2n1C1CC(=O)N(c2ccc(Br)cc2)C1=O (stereo not drawn) | 4 | -1
O=S(=O)(CCc1nc2ccccc2o1)c1ccc(Cl)c(Cl)c1 | -2 | 3
COc1ccc(N2CCN(C(=O)C3c4ccccc4CCN3C(C)=O)CC2)cc1 (stereo not drawn) | 31 | -3
CCOC(=O)Nc1ccc2c(c1)Nc1ccccc1CC2 | 36 | -2
O=C(CCc1nc(-c2ccccc2F)no1)NCc1cccnc1 | -5 | -6
CC(Cc1ccco1)NC(=O)C(=O)Nc1ccc(OC(F)(F)F)cc1 (stereo not drawn) | -7 | -3
CCCCCOC(=O)CCCN1C(=O)C(=Cc2ccccc2)SC1=S | 6 | 1
O=C(NC(N1CCCC1)C(Cl)(Cl)Cl)c1ccc(Br)cc1 (stereo not drawn) | -2 | -5

Six neighbouring entries already listed:
SMILES | mHTT-CaM PPI inh | Pf apPOL block
CC(=O)Nc1nc(Cn2c(-c3nonc3NC(C)=O)nc3ccccc32)nc(NC(C)=O)n1 | 6 | -11
CC(=NNC(=O)NN=C(C)c1ccc([N+](=O)[O-])cc1)c1ccc([N+](=O)[O-])cc1 | nt | 2&6
O=C(Oc1ccc(-c2ccc(OC(=O)c3ccccc3Cl)cc2)cc1)c1ccccc1Cl | nt | 2
Cc1ccc(-c2nc(-c3ccc4nnc(C)n4c3)no2)cc1 | -6 | 2
Cc1ccc2nc3c(cc(C#N)c(=N)n3CCCn3ccnc3)c(=O)n2c1 | 3 | 7
CCS(=O)(=O)N1CCN(c2nc(C)nc(C)c2Cc2ccccc2C)CC1 | -5 | 5

(further entries)
SMILES | mHTT-CaM PPI inh | Pf apPOL block
O=C1NC(=O)N(c2cccc(Br)c2)C(=O)/C1=C/c1ccc(N2CCCC2)o1 | 14 | -4
O=C(Nc1ccc(Cl)cc1)C1CCc2nc(N3CCOCC3)ncc2C1 (stereo not drawn) | -3 | -3
O=C(NCC(O)c1ccccc1)C(=O)Nc1ccc(F)cc1 (stereo not drawn) | -6 | -9
COc1ccc(-c2cc(C(F)(F)F)n3nc(C(=O)O)c(Cl)c3n2)cc1 | 64* | -5
N#Cc1cccc(CN2CCC(=O)N([C@H](CO)Cc3ccccc3)CC2)c1 | 0 | -2
COC(=O)C1CN(Cc2ccc(Cl)cc2)CCS(=O)(=O)N1Cc1cn(Cc2ccc(F)cc2)nn1 (stereo not drawn) | 17 | -4
CN(C)CCNC(=O)c1cn2cc(-c3ccc(F)c(Cl)c3)ccc2n1 | 93* | 11
O=C(c1ccc(N2CCNC(c3ccccc3)C2)nc1)N1CCN(c2ccccn2)CC1 (stereo not drawn) | 6 | -2
CCc1ccccc1NC(=O)N1CCC(n2cnc3ccccc3c2=O)CC1 | -5 | 0
CCNC(=O)C1CCN(c2nc3ccc(-c4cccc(OC)c4)nc3s2)CC1 | 15 | -3
Cc1cccc(OCC(=O)N2CCC(C(=O)NCc3csc(-c4ccccc4)n3)CC2)c1 | 4 | 10
CCOCCOCn1c(C)c(N2CCCC2)c(=O)[nH]c1=O | -2 | nt
Cc1ccc(CCNS(=O)(=O)c2cc(Br)cc3c2N(C(=O)C2CC2)CC3)cc1 | 6 | -1
Cn1nc(-c2nc(Cc3ccccc3)no2)c2c1CCN(C(=O)CC1CCCCC1)C2 | -1 | -4
CCc1ccccc1NC(=O)N1CCC(c2nc(C(=O)N(C)C)c(C)o2)CC1 | -4 | -8
C=CCN(CC=C)Cc1cc(=O)oc2ccccc12 | -12 | -2
Cc1c(-c2noc(C(=O)N3CCC(C)CC3)n2)oc2c(C)cccc12 | -37 | 1
CC(C)(C)C#CC(O)(C#CC(C)(C)C)C#CC(C)(C)C | nt | 23
CC1CCN(CCCNc2ccc(-c3nc(-c4ccc(F)cc4)no3)cn2)CC1 | 35 | -4
CCOc1ccc(S(=O)(=O)N(CC(=O)NCc2ccncc2)c2ccccc2)cc1 | 4 | -10
CNC(=O)c1cc(-c2cccc(OC)c2)nc2ccccc12 | -1 | 7
COc1ccccc1CN1CCCCCC1 | -4 | -12
CCOC(=O)C(C#N)=CNc1cc(Cl)ccc1Cl | nt | 4
CCC(=O)NC1CCN(C(=O)C2CCC2)C1 (stereo not drawn) | -5 | -3
COc1ccccc1CNCc1cc(OC)c(OC)cc1OC | -3 | -6
O=C(CCCn1cccc1)Nc1nc(-c2ccco2)cs1 | 28 | 1
CCOc1ccc(C2N(c3cc(C)on3)C(=O)C3CCCN32)cc1OC (stereo not drawn) | -1 | 2
O=C(Nc1ccc(-c2nc3ncccc3o2)cc1)c1ccc([N+](=O)[O-])cc1Cl | -5 | 17
CC(C)c1cccc(NC(=O)C2CCc3nc(N4CCOCC4)ncc3C2)c1 (stereo not drawn) | 18 | -9
COc1cc(/C=C2\SC(=Nc3cccc(C)c3)NC2=O)cc(I)c1O | 48 | -4
Cc1ccc(C2=NC3(CCN(CC(=O)Nc4ccccc4C(F)(F)F)CC3)NC2=O)cc1 | -2&-2 | 1&-6
O=S(=O)(c1ccc2c(c1)OCCO2)N1CCN(c2ccc(C(F)(F)F)cn2)CC1 | nt | -21
CN(C(=O)c1cc(S(=O)(=O)N2CCCC2)c(Cl)cc1Cl)c1ccccc1 | -4 | -6
Cc1cc(-c2[nH]nc3c2C2(C(=O)Nc4ccccc42)C(C#N)=C(N)O3)c(C)s1 (stereo not drawn) | 8 | 1
O=C1NC(=Nc2ccccn2)SC1Cc1cc(Cl)ccc1Cl (stereo not drawn) | -1 | -1
CC1CCN(S(=O)(=O)N2CCC(C(=O)NCCc3ccc(Cl)cc3)CC2)CC1 | 9 | -9
CC1CCCC(N2CCN(Cc3ccccc3)CC2)C1 (stereo not drawn) | 2 | 0
CCOc1cc(CN2CCCC2c2cc(C)no2)ccc1OC(C)C (stereo not drawn) | 17 | 2
CNC(=O)C1CCCN(c2nc3ncn(CC(=O)NC4CCCCC4)c(=O)c3s2)C1 (stereo not drawn) | 3 | -4
Cc1ccc(NC(=O)C2CCN(c3cnn(C)c(=O)c3)CC2)cc1 | -2 | 45
C=CCNS(=O)(=O)c1ccc2[nH]c(=O)[nH]c2c1 | -7&-1 | -4
CCCCC(=O)N1c2ccccc2C(Nc2ccccc2)CC1C (stereo not drawn) | 9 | -5
Cc1cccc(CCNC(=O)c2c[nH]c3ccc(S(=O)(=O)Nc4ccccc4F)cc3c2=O)c1 | 15 | -28
CCOC(=O)N1CCN(C(=O)c2cc(S(=O)(=O)N3CCOCC3)ccc2OC)CC1 | -22&4 | 0&1
COc1ccc(OCc2noc(CNC(=O)c3cc(C)on3)n2)cc1 | -20 | -2
CCOC(=O)/C=C/c1ccc2c(c1)S(=O)(=O)N(C1CCCC1)[C@H]2CC(=O)OCC | -33 | -1
COc1ccc2c(c1)C=C(C(=O)NC1CCCCC1)C=CO2 | -2 | 2
O=C(NC1COc2ccccc2C1)N1CCN(C2CCCCC2)CC1 (stereo not drawn) | -2 | -1
CS(=O)(=O)C1Cc2ccccc2CN1C(=O)Nc1cccc(C(F)(F)F)c1 (stereo not drawn) | -8 | 1
Cc1nc(C(F)(F)F)nc(Nc2ccccc2)c1C#N | 5 | 1
CCC(=O)Oc1cccc(N2C(=O)C3CCCCC3C2=O)c1 (stereo not drawn) | -2 | 1
CC(C(=O)Nc1ccccc1F)N(c1ccccc1)S(C)(=O)=O (stereo not drawn) | -3 | 0
Cc1cc(C)cc(C(=O)N2CCCN(Cc3nc4ccccc4o3)CC2)c1 | 34 | 3
COc1ccc(OC)c(C=C2Oc3cc(OC(C)=O)ccc3C2=O)c1 | 0 | -10
O=C(c1nccc2ccccc12)N1CCCN(C2CCN(Cc3ccc(F)cc3)C2=O)CC1 (stereo not drawn) | 39 | -5
CC(C)CNC(=O)c1cnn(-c2ccccc2)c1C(C)C | -2 | -3
Cc1sc(S(C)(=O)=O)c(C(=O)O)c1Br | -5&-4 | 4&-5
CCOC(=O)c1cnc2nc(C)ccc2c1Nc1ccc(Cl)cc1F | 48 | -6
O=C(NCCOc1ccccc1Cl)c1cc(F)c(F)cc1Cl | -15 | 1
CC(C)NC(=O)c1ccccc1NC(=O)CN(c1cccc([N+](=O)[O-])c1)S(C)(=O)=O | -2 | 0

Further entries follow.
SMILES | mHTT-CaM PPI inh | Pf apPOL block
c1ccc(CN2COc3ccc4ccccc4c3C2)cc1 | -2 | nt
CC(=O)c1c(C)nc2ccccn12 | -2 | -4
CC(=O)Nc1cc(S(=O)(=O)Nc2ccccc2)ccc1C | -4 | -4
O=C(COc1ccc(Cl)cc1)Nc1cccc(-c2nc3ncccc3o2)c1 | 50*! | -7&-1
COc1ccc(Br)cc1S(=O)(=O)N1CC(C)OC(C)C1 (stereo not drawn) | 0 | -4
Cc1ccc(C)c(NC(=O)N2CCN(Cc3nc4cccnc4n3-c3ccccc3)CC2)c1 | 0 | 8
O=C(Nc1ccc(Cl)cc1)C1CCN(c2ncnc3c2nc2n3CCCCC2)CC1 | 24 | 3
Cc1cc(C)cc(-n2nc3c(c2NC(=O)c2ccc(S(=O)(=O)N(C)C)cc2)CSC3)c1 | 27 | -4
N#Cc1c2n(c3c(=O)n(CC(=O)c4ccccc4)cnc13)CCCCC2 | -4 | -11
c1nncn1N=C1CCCCC1 | -8 | nt
Cn1nccc1-c1nnc(NC(=O)c2ccc(Br)o2)o1 | -7 | 3
CCOC(=O)CC1(NC(=O)N2CCCC2c2cc(C)no2)CCCCC1 (stereo not drawn) | 3 | -5
Cc1ccc(C(=O)Nc2cc(-c3ccccn3)no2)cc1 | 1 | -5
Cc1nc2c(C(=O)NCCN(C)C)cnn2c(C)c1Cc1c(F)cccc1Cl | 39 | -5
CCC(=O)N1CCc2cc(Br)cc(S(=O)(=O)NCc3ccccc3OC)c21 | -6 | -2

Grouped by structure, the entries above containing an NH in an aromatic ring (5)
SMILES | mHTT-CaM PPI inh | Pf apPOL block
N#CC1=C(N)Oc2n[nH]c(-c3ccccn3)c2C12C(=O)Nc1ccccc12 (stereo not drawn) | 7 | 1
CCOCCOCn1c(C)c(N2CCCC2)c(=O)[nH]c1=O | -2 | nt
Cc1cc(-c2[nH]nc3c2C2(C(=O)Nc4ccccc42)C(C#N)=C(N)O3)c(C)s1 (stereo not drawn) | 8 | 1
C=CCNS(=O)(=O)c1ccc2[nH]c(=O)[nH]c2c1 | -7&-1 | -4
Cc1cccc(CCNC(=O)c2c[nH]c3ccc(S(=O)(=O)Nc4ccccc4F)cc3c2=O)c1 | 15 | -28

The results go on.
SMILES | mHTT-CaM PPI inh | Pf apPOL block
CCN1CCN(C(=O)c2ccc(COc3cccc(Cl)c3)o2)CC1 | 18 | -3
Cc1ccccc1CNC(=O)c1nc2cccnc2n(C)c1=O | -2 | -5
CNC(=O)C1CN(C(=O)Cc2ccc(F)cc2)CC12CCCC2 (stereo not drawn) | -3 | 4
CC(=O)Nc1cc(C(F)(F)F)cc(C(F)(F)F)c1 | nt | -8
N#Cc1ccc(N2C=C(C(=O)N3CCCCC3)S(=O)(=O)c3ccc(F)cc32)cc1 | -4 | 2
C=CCn1c(SCC(=O)N(CC)CC)nc(O)c(CC)c1=O | 2 | -8
COc1ccc2c(c1)-c1nc(N=Cc3ccccc3O)sc1CC2 | 10 | -2
COc1ccccc1OCC(=O)N1CCC(Cn2c(C(F)(F)F)nc3ccccc32)CC1 | -4 | -1
CN(C)C=CC(=O)c1cccs1 | nt | -4&-4
CCC(=O)N1CCc2cc(Br)cc(S(=O)(=O)Nc3cccc(CC)c3)c21 | 0 | -10
O=C(c1ccccc1)N1CCC(CCNS(=O)(=O)c2cccc(F)c2)CC1 | 49 | -2
Cc1ccc(C(=O)N2CCC(CCNC(=O)c3ccccc3C)CC2)cc1 | 3 | -7

Part of the list above, reformatted.
Compound,mHTT-CaM PPI inh,Pf apPOL block
CCN1CCN(C(=O)c2ccc(COc3cccc(Cl)c3)o2)CC1,18,-3
Cc1ccccc1CNC(=O)c1nc2cccnc2n(C)c1=O,-2,-5
